TcdB GH inh – TcdB glycohydrolase inhibitors, primary screen, biochemical, single point, plate reader | TcdB glycohydrolase enzymatic assay | inhibition, % at 9.99 µM | 350,000 compounds, 0.24% hits | AID 652162, 2013; in the data active = inhibition above about 10%
Target sequence (P18177 whole entry, looked up): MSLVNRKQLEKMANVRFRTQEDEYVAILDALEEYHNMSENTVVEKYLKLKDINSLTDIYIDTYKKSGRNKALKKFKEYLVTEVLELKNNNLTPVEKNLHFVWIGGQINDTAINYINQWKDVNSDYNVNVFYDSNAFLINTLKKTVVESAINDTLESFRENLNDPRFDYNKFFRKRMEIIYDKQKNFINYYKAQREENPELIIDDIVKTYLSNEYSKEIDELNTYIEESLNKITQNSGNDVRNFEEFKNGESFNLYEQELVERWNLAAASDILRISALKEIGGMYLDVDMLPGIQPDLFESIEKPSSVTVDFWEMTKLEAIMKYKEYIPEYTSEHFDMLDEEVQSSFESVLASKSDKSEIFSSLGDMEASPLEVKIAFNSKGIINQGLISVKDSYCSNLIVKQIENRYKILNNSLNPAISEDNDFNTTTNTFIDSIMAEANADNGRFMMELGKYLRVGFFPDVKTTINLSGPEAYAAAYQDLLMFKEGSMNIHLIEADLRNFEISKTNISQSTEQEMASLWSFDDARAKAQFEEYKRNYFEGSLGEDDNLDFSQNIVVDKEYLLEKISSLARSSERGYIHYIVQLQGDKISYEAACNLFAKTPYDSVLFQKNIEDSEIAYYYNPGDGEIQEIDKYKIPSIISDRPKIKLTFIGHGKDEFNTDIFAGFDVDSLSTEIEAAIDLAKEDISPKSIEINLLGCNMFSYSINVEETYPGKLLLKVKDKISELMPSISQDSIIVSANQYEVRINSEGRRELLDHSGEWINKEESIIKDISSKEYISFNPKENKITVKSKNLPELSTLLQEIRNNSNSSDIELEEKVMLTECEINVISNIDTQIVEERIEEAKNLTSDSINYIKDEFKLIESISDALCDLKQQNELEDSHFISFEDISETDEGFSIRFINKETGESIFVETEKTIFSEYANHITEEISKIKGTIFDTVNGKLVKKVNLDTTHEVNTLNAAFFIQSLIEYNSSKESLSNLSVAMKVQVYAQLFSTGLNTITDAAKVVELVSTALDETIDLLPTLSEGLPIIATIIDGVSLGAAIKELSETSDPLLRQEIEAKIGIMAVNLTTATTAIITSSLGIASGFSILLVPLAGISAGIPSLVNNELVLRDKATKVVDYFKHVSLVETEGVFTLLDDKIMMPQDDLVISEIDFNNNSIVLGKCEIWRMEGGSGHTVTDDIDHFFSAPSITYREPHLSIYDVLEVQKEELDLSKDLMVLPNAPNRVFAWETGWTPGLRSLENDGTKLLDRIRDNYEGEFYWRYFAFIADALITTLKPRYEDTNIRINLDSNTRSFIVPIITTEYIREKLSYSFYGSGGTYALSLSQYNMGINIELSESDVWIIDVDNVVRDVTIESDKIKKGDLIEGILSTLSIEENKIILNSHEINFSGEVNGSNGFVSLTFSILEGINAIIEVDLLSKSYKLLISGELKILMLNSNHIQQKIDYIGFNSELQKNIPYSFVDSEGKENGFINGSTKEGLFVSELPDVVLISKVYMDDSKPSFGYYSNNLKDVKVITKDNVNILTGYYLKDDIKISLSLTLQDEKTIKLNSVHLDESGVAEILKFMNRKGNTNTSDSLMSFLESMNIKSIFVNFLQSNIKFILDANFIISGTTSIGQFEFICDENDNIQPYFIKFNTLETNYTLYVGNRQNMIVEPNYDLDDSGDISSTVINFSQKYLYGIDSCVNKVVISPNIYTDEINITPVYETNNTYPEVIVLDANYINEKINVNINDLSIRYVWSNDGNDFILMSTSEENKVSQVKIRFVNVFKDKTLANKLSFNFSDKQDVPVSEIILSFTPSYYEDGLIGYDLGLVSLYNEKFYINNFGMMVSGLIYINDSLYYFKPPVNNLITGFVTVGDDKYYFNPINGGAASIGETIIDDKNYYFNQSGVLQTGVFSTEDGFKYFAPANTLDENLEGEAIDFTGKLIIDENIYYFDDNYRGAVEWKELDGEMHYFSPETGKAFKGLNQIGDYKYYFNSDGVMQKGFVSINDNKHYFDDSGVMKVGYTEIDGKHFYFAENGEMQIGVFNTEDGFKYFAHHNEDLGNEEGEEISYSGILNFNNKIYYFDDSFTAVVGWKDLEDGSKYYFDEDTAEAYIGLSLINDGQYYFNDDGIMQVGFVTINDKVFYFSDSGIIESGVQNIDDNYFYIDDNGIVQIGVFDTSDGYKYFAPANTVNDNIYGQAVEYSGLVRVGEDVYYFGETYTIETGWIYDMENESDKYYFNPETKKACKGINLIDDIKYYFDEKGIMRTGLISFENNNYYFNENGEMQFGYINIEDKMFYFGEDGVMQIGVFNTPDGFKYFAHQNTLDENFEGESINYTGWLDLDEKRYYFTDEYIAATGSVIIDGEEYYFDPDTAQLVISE
* marks the source's active call; other numbers are inactive results.

compound	TcdB GH inh
Cc1noc(C)c1NC(=O)Nc1ccc2c(c1)CC(=O)N([C@@H](C)CO)C[C@@H](C)[C@H](CN(C)S(=O)(=O)c1cccs1)O2	-0.8
Cc1noc(C)c1NC(=O)N(C)C[C@@H]1OCCCC[C@@H](C)Oc2ccc(NC(=O)Nc3ccc(F)cc3)cc2C(=O)N([C@H](C)CO)C[C@H]1C	0.3
C[C@@H]1CCCCO[C@H](CN(C)S(=O)(=O)c2cn(C)cn2)[C@@H](C)CN([C@@H](C)CO)C(=O)c2cc(NS(=O)(=O)c3cn(C)cn3)ccc2O1	-7.9
C[C@@H]1CN([C@@H](C)CO)C(=O)c2cccc(NC(=O)NC3CCCCC3)c2O[C@H]1CN(C)Cc1ccc(C(F)(F)F)cc1	1.0
COc1ccc(S(=O)(=O)Nc2cccc3c2O[C@@H](CN(C)S(=O)(=O)c2ccc(Cl)cc2)[C@H](C)CN([C@@H](C)CO)C3=O)cc1	0.0
C[C@@H]1CN([C@@H](C)CO)C(=O)Cc2cc(NC(=O)Cn3cnnn3)ccc2O[C@H]1CN(C)Cc1ccc(Cl)c(Cl)c1	-1.3
Cc1ccc(S(=O)(=O)N(C)C[C@H]2OCCCC[C@@H](C)Oc3ccc(NC(=O)Nc4ccc(C(F)(F)F)cc4)cc3C(=O)N([C@H](C)CO)C[C@@H]2C)cc1	-1.1
CS(=O)(=O)N1[C@@H](C#N)[C@@H](c2ccc(C#CC3CCCCC3)cc2)[C@@H]1CO	0.2
CO[C@@H]1CN(C)C(=O)c2cc(NC(=O)Cc3ccccc3)ccc2OC[C@H](C)N(C(=O)c2ccccc2F)C[C@@H]1C	0.9
CCS(=O)(=O)NCC[C@@H]1CC[C@H](NS(=O)(=O)c2cccc(Cl)c2)[C@H](CO)O1	0.2
C/C=C/c1cnc2c(c1)C(=O)N([C@@H](C)CO)C[C@H](C)[C@H](CN(C)C(=O)NC1CCCCC1)O2	-1.3
CCC(=O)N1[C@H](C(=O)NC2CCC2)[C@@H](CO)[C@@H]2Cn3c(ccc(C4=CCCC4)c3=O)[C@@H]21	-0.5
C[C@@H]1CN([C@H](C)CO)C(=O)Cc2cc(NC(=O)Nc3ccc(C(F)(F)F)cc3)ccc2O[C@H]1CN(C)S(C)(=O)=O	1.1
CN1CCN(C(=O)C[C@@H]2CC[C@@H](NC(=O)c3ccc4c(c3)OCO4)[C@H](CO)O2)CC1	-2.5
C[C@@H]1CN([C@@H](C)CO)C(=O)c2cc(C#Cc3ccccn3)cnc2O[C@H]1CN(C)Cc1cccnc1	-5.5
Cc1noc(C)c1S(=O)(=O)Nc1ccc2c(c1)C(=O)N([C@H](C)CO)C[C@@H](C)[C@@H](CN(C)Cc1ccc(Cl)c(Cl)c1)O2	-0.6
C/C=C/c1cnc2c(c1)C(=O)N([C@H](C)CO)C[C@@H](C)[C@@H](CN(C)C(=O)NC1CCCCC1)O2	-1.8
C[C@@H]1CN([C@@H](C)CO)C(=O)c2cc(NC(=O)Nc3cccc4ccccc34)ccc2O[C@H]1CN(C)Cc1ccccc1	0.0
C[C@@H]1CN([C@@H](C)CO)C(=O)Cc2cc(NC(=O)Cc3cn(C)c4ccccc34)ccc2O[C@@H]1CN(C)S(=O)(=O)c1ccccc1	0.3
CN1C(=O)c2cc(NC(=O)C3CC3)ccc2OC[C@@H]2O[C@@H](CC(=O)NCc3ccccc3F)CC[C@@H]21	-3.1
CC=Cc1ccc2n(c1=O)C[C@@H]1[C@@H](CO)[C@H](C(=O)NCC3CC3)[C@H]2N1C(=O)C1CC1 (mixture of isomers)	-0.6
CCCNC(=O)N(C)C[C@@H]1Oc2cc(C#CCN(C)C)ccc2S(=O)(=O)N([C@H](C)CO)C[C@@H]1C	0.2
C[C@@H]1CN([C@@H](C)CO)S(=O)(=O)c2ccc(-c3ccccc3F)cc2O[C@H]1CN(C)C(=O)C1CC1	1.7
Cc1noc(C)c1NC(=O)Nc1ccc2c(c1)C(=O)N([C@H](C)CO)C[C@@H](C)[C@H](CN(C)Cc1ccccc1)OCCCC[C@@H](C)O2	0.4
Cc1noc(C)c1S(=O)(=O)Nc1ccc2c(c1)CC(=O)N([C@@H](C)CO)C[C@@H](C)[C@@H](CN(C)C(=O)NC1CCCCC1)O2	-0.6
C[C@@H]1CN([C@H](C)CO)C(=O)c2cccc(NC(=O)c3ccc(-c4nccs4)cc3)c2O[C@H]1CN(C)S(=O)(=O)c1ccc(Cl)cc1	1.4
Cc1ccc(S(=O)(=O)N(C)C[C@@H]2Oc3ccc(NS(C)(=O)=O)cc3CC(=O)N([C@H](C)CO)C[C@H]2C)cc1	-2.1
C[C@H]1CN([C@@H](C)CO)C(=O)Cc2cc(NC(=O)Nc3ccc(F)cc3)ccc2O[C@@H]1CN(C)Cc1ccc(Cl)c(Cl)c1	1.1
C[C@H](CO)N1C[C@H](C)[C@@H](CN(C)C(=O)Nc2ccc(F)cc2)Oc2ncc(Br)cc2C1=O	2.6
CNC[C@H]1OCCCC[C@H](C)Oc2ccc(NS(=O)(=O)c3ccc(C)cc3)cc2C(=O)N([C@@H](C)CO)C[C@H]1C	-0.2
C[C@@H]1CN([C@@H](C)CO)C(=O)c2c(c3ccccc3n2C)-c2ccccc2CO[C@H]1CN(C)S(=O)(=O)c1cccc(F)c1	-1.3
COc1cccc(S(=O)(=O)Nc2ccc3c(c2)[C@H]2C[C@@H](CC(=O)O)O[C@@H](CO)[C@H]2O3)c1	-0.9
COc1ccc(CN(C)C[C@H]2Oc3c(NC(=O)Nc4cccc5ccccc45)cccc3C(=O)N([C@H](C)CO)C[C@H]2C)cc1	1.9
N#Cc1cccc(-c2ccc([C@H]3[C@H](CO)N4CCCCN(C(=O)Nc5ccccc5)C[C@@H]34)cc2)c1	-0.6
C[C@@H]1CN([C@@H](C)CO)C(=O)c2cc(NS(=O)(=O)c3ccc(F)cc3)ccc2O[C@H]1CN(C)C	-0.1
C[C@@H]1CN([C@@H](C)CO)C(=O)c2cc(NC(=O)Cc3ccccc3)ccc2O[C@@H](C)CCCCO[C@@H]1CN(C)C(=O)Cc1ccccc1	-0.7
CN(C)C(=O)c1cccc(-c2ccc([C@@H]3[C@H]4CN(C(=O)Cc5ccccc5)CC(=O)N4[C@H]3CO)cc2)c1	1.3
CO[C@H]1CN(C)C(=O)c2ccc(NC(=O)c3ccccc3)cc2OC[C@H](C)NC[C@H]1C	0.1
C[C@@H]1CN([C@H](C)CO)C(=O)c2cc(NC(=O)Cn3cnnn3)ccc2O[C@@H]1CN(C)C(=O)Nc1ccc(C(F)(F)F)cc1	0.0
O=C(C[C@H]1C[C@H]2c3cc(NC(=O)CC4CC4)ccc3O[C@H]2[C@@H](CO)O1)NCc1ccc(-c2ccccc2)cc1	-0.3
C[C@@H]1CCCCO[C@H](CN(C)Cc2ccc3c(c2)OCO3)[C@H](C)CN([C@H](C)CO)C(=O)c2cc(NC(=O)Nc3ccc(C(F)(F)F)cc3)ccc2O1	-0.9
O=C(NCCN1CCCCC1)[C@H]1[C@H](CO)[C@H]2Cn3c(cccc3=O)[C@@H]1N2C(=O)C1CCCCC1	-0.6
CCCNC(=O)N1[C@H](CO)[C@@H](c2ccccc2-c2ccc(C)cc2)[C@@H]1C#N	-1.2
C[C@H]1CN([C@@H](C)CO)C(=O)c2cc(NC(=O)Nc3ccc(C(F)(F)F)cc3)ccc2O[C@H]1CN(C)CC1CCCCC1	2.3
C[C@@H]1CN([C@@H](C)CO)S(=O)(=O)c2ccc(/C=C/c3ccccc3)cc2O[C@H]1CN(C)C(=O)NC1CCCCC1	1.8

The list goes on, starting with the last 2 of the part before.
compound	TcdB GH inh
C[C@H]1CN([C@@H](C)CO)C(=O)c2cc(NC(=O)Nc3ccc(C(F)(F)F)cc3)ccc2O[C@H]1CN(C)CC1CCCCC1	2.3
C[C@@H]1CN([C@@H](C)CO)S(=O)(=O)c2ccc(/C=C/c3ccccc3)cc2O[C@H]1CN(C)C(=O)NC1CCCCC1	1.8
COC(=O)C[C@@H]1CC[C@H]2[C@H](COc3ccc(NC(=O)C4CC4)cc3C(=O)N2C)O1	-0.4
COc1ccccc1NC(=O)N1CCCCN2[C@H](C1)[C@H](c1ccc(-c3cccc(C#N)c3)cc1)[C@@H]2CO	0.2
O=C(C[C@H]1C[C@H]2c3cc(NC(=O)C4CCOCC4)ccc3O[C@H]2[C@@H](CO)O1)NCC1CC1	1.2
COC(=O)[C@H]1[C@H](CO)[C@H]2Cn3c(ccc(-c4ccncc4)c3=O)[C@@H]1N2CCc1ccccc1	0.2
CCC(=O)N[C@H]1CC[C@@H](CCn2cc(C3CC3)nn2)O[C@H]1CO	-1.5
COc1ccc(CNC(=O)C[C@@H]2C=C[C@@H](NC(=O)c3ccc4c(c3)OCO4)[C@@H](CO)O2)cc1	-1.2
C[C@H](CO)N1C[C@H](C)[C@@H](CN(C)C(=O)c2ccccc2)Oc2ncc(/C=C/c3ccccc3)cc2C1=O	1.5
CN(C)CC(=O)N1[C@@H]2c3ccc(-c4ccccc4)c(=O)n3C[C@@H]2[C@@H](CO)[C@@H]1C(=O)NC1CCC1	0.1
C[C@H](O)C#Cc1ccc2c(c1)O[C@H](CN(C)C(=O)C1CC1)[C@@H](C)CN([C@@H](C)CO)S2(=O)=O	-0.7
C[C@@H]1CN([C@@H](C)CO)C(=O)c2cc(NS(=O)(=O)c3ccc(F)cc3)ccc2O[C@H]1CN(C)Cc1ccc2c(c1)OCO2	0.9
CCCN(C)C[C@H]1Oc2ncc(C#CC3CCCCC3)cc2C(=O)N([C@H](C)CO)C[C@H]1C	-0.6
COc1ccc(NC(=O)Nc2ccc3c(c2)C(=O)N([C@@H](C)CO)C[C@@H](C)[C@H](CN(C)C(=O)NC(C)C)O3)cc1	-1.0
O=C(C[C@H]1C[C@@H]2c3cc(NC(=O)NC4CCCC4)ccc3O[C@@H]2[C@H](CO)O1)NCCc1ccccc1	0.3
COc1ccc(CN(C)C[C@H]2Oc3c(NS(C)(=O)=O)cccc3C(=O)N([C@@H](C)CO)C[C@@H]2C)cc1	0.9
C[C@@H]1CCCCO[C@H](CN(C)Cc2ccc(C(F)(F)F)cc2)[C@@H](C)CN([C@H](C)CO)C(=O)c2cc(NS(=O)(=O)c3ccc(Cl)cc3)ccc2O1	1.3
C[C@H](CO)N1C[C@H](C)[C@@H](CN(C)C(=O)Nc2ccc(F)cc2)Oc2ccc(NS(=O)(=O)c3ccccc3)cc2C1=O	1.2
CC(C)NC(=O)N(C)C[C@H]1Oc2c(NC(=O)Nc3ccc(F)cc3)cccc2C(=O)N([C@@H](C)CO)C[C@H]1C	0.9
C[C@H]1CN([C@@H](C)CO)C(=O)c2cc(C#CC3CC3)cnc2O[C@H]1CN(C)S(C)(=O)=O	-0.2
O=C(C1CCOCC1)N1[C@@H](CO)[C@@H](c2ccccc2)C12CN(CCC(F)(F)F)C2	-0.2
C[C@H]1CN([C@@H](C)CO)C(=O)CCCn2cc(nn2)CO[C@H]1CN(C)C	2.8
O=S(=O)(Cc1ccccc1)N1[C@@H]2CNC[C@H]1C2c1ccc(-c2ccccc2)cc1 (stereo partly specified)	-1.0
CC(=O)N(C)C[C@H]1[C@@H](c2ccc(-c3ccc(C#N)cc3)cc2)[C@@H](CO)N1C(C)=O	0.1
COCC(=O)Nc1ccc2c(c1)OC[C@H](C)N(C(=O)c1ccccc1F)C[C@@H](C)[C@@H](OC)CN(C)C2=O	-0.2
COc1ccc(C#Cc2ccc3c(c2)[C@H]2[C@H](CCN2C(=O)CN2CCOCC2)[C@H](CO)N3C)cc1	-4.4
Cc1noc(C)c1NC(=O)N(C)C[C@@H]1Oc2ccc(NC(=O)NC3CCCCC3)cc2CC(=O)N([C@@H](C)CO)C[C@@H]1C	0.3
O=C(C[C@H]1C=C[C@@H](NC(=O)C2CCC2)[C@@H](CO)O1)NCc1ccccc1Cl	0.2
CNC[C@H]1OCCCC[C@H](C)Oc2ccc(NS(=O)(=O)c3ccc(Cl)cc3)cc2C(=O)N([C@@H](C)CO)C[C@@H]1C	0.9
CO[C@H]1CN(C)C(=O)c2cc(NC(=O)c3ccc(F)cc3)ccc2OC[C@H](C)N(C(C)=O)C[C@H]1C	-1.0
CCCN(C)C[C@@H]1Oc2cc(-c3cccc(OC)c3)ccc2S(=O)(=O)N([C@H](C)CO)C[C@@H]1C	0.3
COc1ccc2c3c([nH]c2c1)[C@@H](CO)N(C(=O)c1ccncc1)CC31CCN(C(=O)CC2CC2)CC1	0.5
CCCC(=O)N1CCC2(CC1)CN(C(=O)C1CCCCC1)[C@@H](CO)c1[nH]c3cc(OC)ccc3c12	1.2
C[C@H](CO)N1C[C@H](C)[C@H](CN(C)S(=O)(=O)c2ccccc2)OCCCC[C@H](C)Oc2ccc(NC(=O)c3ccccc3)cc2C1=O	-0.5
CC(C)C#Cc1ccc2c(c1)O[C@@H](CN(C)Cc1ccncc1)[C@@H](C)CN([C@H](C)CO)S2(=O)=O	0.3

In the list so far, these have two or more sulfur atoms:
compound	TcdB GH inh
Cc1noc(C)c1NC(=O)Nc1ccc2c(c1)CC(=O)N([C@@H](C)CO)C[C@@H](C)[C@H](CN(C)S(=O)(=O)c1cccs1)O2	-0.8
C[C@@H]1CCCCO[C@H](CN(C)S(=O)(=O)c2cn(C)cn2)[C@@H](C)CN([C@@H](C)CO)C(=O)c2cc(NS(=O)(=O)c3cn(C)cn3)ccc2O1	-7.9
COc1ccc(S(=O)(=O)Nc2cccc3c2O[C@@H](CN(C)S(=O)(=O)c2ccc(Cl)cc2)[C@H](C)CN([C@@H](C)CO)C3=O)cc1	0.0
CCS(=O)(=O)NCC[C@@H]1CC[C@H](NS(=O)(=O)c2cccc(Cl)c2)[C@H](CO)O1	0.2
C[C@@H]1CN([C@H](C)CO)C(=O)c2cccc(NC(=O)c3ccc(-c4nccs4)cc3)c2O[C@H]1CN(C)S(=O)(=O)c1ccc(Cl)cc1	1.4
Cc1ccc(S(=O)(=O)N(C)C[C@@H]2Oc3ccc(NS(C)(=O)=O)cc3CC(=O)N([C@H](C)CO)C[C@H]2C)cc1	-2.1

Source: PubChem BioAssay (Broad Institute)

These rows are one share of the data; count on the stated rates, not on these rows.
